Source: PubChem BioAssay
MITF inh: inhibitors of human MITF | AlphaScreen MITF homodimerization, bead proximity signal | O75030 | inhibition, % at 2.6 µM | actives 0.91% (n = 650,000); in the data active = inhibition above about 50%;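 also: 0% = vehicle wells with protein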
Target sequence (O75030 whole entry, looked up): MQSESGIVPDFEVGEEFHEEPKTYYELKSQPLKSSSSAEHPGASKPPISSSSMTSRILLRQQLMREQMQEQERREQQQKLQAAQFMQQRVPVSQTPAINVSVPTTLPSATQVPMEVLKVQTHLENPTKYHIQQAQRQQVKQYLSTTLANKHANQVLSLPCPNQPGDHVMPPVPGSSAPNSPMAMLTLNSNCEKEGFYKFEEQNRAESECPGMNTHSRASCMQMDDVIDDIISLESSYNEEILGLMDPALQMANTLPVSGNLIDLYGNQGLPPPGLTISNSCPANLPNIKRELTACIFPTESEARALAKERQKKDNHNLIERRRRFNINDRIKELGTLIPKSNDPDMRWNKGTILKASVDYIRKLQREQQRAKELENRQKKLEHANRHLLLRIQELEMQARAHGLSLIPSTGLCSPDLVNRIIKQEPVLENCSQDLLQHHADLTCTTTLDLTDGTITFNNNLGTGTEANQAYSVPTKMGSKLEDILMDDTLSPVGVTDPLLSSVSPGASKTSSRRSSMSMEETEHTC
TEAD-YAP inh: TEAD-YAP interaction inhibition | HEK-TIYL cells, TEAD-Gal4/YAP UAS-luciferase luminescence | inhibition, % at 9.12 µM | actives 1.4% (n = 640,000); in the data active = inhibition above about 32%;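 also: 0% = median of test compound wells and 100% = reference inhibitor wells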
GPR151 ag: activates the human receptor GPR151; Q8TDV0; PathHunter beta-arrestin GPR151 cells, luminescence; activation, % at 11.2 µM; actives 1% (n = 650,000); in the data active = activation above about 4.9%;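 also: 0% = median of compound wells and 100% = cells with positive control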
Target sequence (Q8TDV0 whole entry, looked up): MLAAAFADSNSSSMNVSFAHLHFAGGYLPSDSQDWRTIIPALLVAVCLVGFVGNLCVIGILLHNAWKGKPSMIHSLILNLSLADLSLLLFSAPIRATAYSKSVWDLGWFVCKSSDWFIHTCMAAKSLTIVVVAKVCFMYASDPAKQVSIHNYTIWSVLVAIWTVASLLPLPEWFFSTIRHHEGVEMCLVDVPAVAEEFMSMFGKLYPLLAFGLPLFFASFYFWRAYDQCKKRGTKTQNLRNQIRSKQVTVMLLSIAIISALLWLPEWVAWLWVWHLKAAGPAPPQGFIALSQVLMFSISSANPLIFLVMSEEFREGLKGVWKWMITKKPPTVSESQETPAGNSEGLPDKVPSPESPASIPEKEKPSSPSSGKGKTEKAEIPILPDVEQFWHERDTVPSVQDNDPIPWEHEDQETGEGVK
FBW7 act: activators of human E3 ligase FBW7; actives 0.13% (n = 650,000); AlphaScreen FBW7–phospho-cyclin E peptide binding, activator screen; normalized activity (activation), % at 26.1 µM; Q969H0; AID 1259310; in the data active = normalized activity above about 1.9%;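 also: purified mutant Fbw7 with reduced substrate affinity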
Numbers without * were called inactive.

What do the screens show for `Cc1cccc(C)c1NC(=O)CSc1nc2ccc(NC(=O)/C=C/c3ccccc3)cc2s1`?
MITF inh: -1; TEAD-YAP inh: -5; GPR151 ag: -1.8; FBW7 act: -0.1

How did CCN(CC)C(=O)Cn1c(=O)n(-c2ccccc2)c(=O)c2oc3ccccc3c21 do in these assays?
MITF inh: -4; TEAD-YAP inh: 8; GPR151 ag: 1.2; FBW7 act: -0.1

What do the screens show for `COc1ccc(C(=O)N2CCN(Cc3ccccc3C(F)(F)F)CC2)cc1OC`?
MITF inh: 83*; TEAD-YAP inh: 1; GPR151 ag: 0.2; FBW7 act: 0.0

What do the screens show for `Cc1sc(NC(=O)C2CC=CCC2C(=O)O)c(C(N)=O)c1-c1ccccc1` (stereo unspecified)?
MITF inh: -3; TEAD-YAP inh: -4; GPR151 ag: 0.1; FBW7 act: 0.1

What do the screens show for `CCN1CCN(c2ccc(N=Cc3ccc(OC)c([N+](=O)[O-])c3)cc2)CC1`?
MITF inh: 18; TEAD-YAP inh: 1; GPR151 ag: 1.7; FBW7 act: 1.1

Results for Cn1c(SCc2cccc(Br)c2)nnc1-c1ccc(C(C)(C)C)cc1 ?
MITF inh: 7; TEAD-YAP inh: -8; GPR151 ag: 0.6; FBW7 act: 0.0

Results for OCCOCCNc1ncnc2ccc(I)cc12 ?
MITF inh: 10; TEAD-YAP inh: 8; GPR151 ag: 5.4*; FBW7 act: 1.4

How did COc1cccc(OCC(O)CN2CCCC(C)C2)c1 (stereo unspecified) do in these assays?
MITF inh: 8; TEAD-YAP inh: 19; GPR151 ag: 0.9; FBW7 act: 0.0

Results for CCCCn1c(CNC(=O)c2ccccc2OC)nnc1SCC(=O)Nc1sc(C(=O)OCC)c(C)c1C(=O)OCC ?
MITF inh: -2; TEAD-YAP inh: 7; GPR151 ag: 0.1; FBW7 act: 0.1

Results for O=C(CS(=O)CC(=O)NC12CC3CC(CC(C3)C1)C2)Nc1ccc(F)cc1 (stereo unspecified) ?
MITF inh: 0; TEAD-YAP inh: -2; GPR151 ag: 1.2; FBW7 act: 0.1

What do the screens show for `O=C(CCCCn1c(=S)[nH]c2ccsc2c1=O)Nc1nccs1`?
MITF inh: -1; TEAD-YAP inh: -4; GPR151 ag: 0.1; FBW7 act: -0.4

What do the screens show for `COc1ccc(-n2nc3c(c2NC(=O)c2ccccc2Br)CS(=O)C3)cc1` (stereo unspecified)?
MITF inh: 6; TEAD-YAP inh: -1; GPR151 ag: 0.0; FBW7 act: 0.1

What do the screens show for `Cc1c(CN2CCc3c(nc(N4CCCCC4)[nH]c3=O)C2)c(=O)n(C)c(=O)n1C`?
MITF inh: -6; TEAD-YAP inh: 6; GPR151 ag: -0.1; FBW7 act: -0.1

What do the screens show for `Cn1c(NNC(=O)c2ccc(C(C)(C)C)cc2)cc(=O)n(C)c1=O`?
MITF inh: 2; TEAD-YAP inh: 5; GPR151 ag: -0.8; FBW7 act: 0.1

Results for COc1ccc(O)c(/C=N/NC(=O)CNC(=O)C(c2ccccc2)c2ccccc2)c1 ?
MITF inh: 19; TEAD-YAP inh: 22; GPR151 ag: -0.8; FBW7 act: 0.0

How did CCCNc1nc(Nc2ccc(C(F)(F)F)cc2)nc2nc[nH]c12 do in these assays?
MITF inh: 10; TEAD-YAP inh: -11; GPR151 ag: -0.1; FBW7 act: 0.4

Results for Cc1cc(C)c(S(=O)(=O)N(CC(=O)O)CC(=O)O)c(C)c1 ?
MITF inh: 8; TEAD-YAP inh: -4; GPR151 ag: -0.1; FBW7 act: 0.0

Results for Cc1cc(C(=O)COC(=O)c2cccs2)c(C)n1Cc1ccco1 ?
MITF inh: 15; TEAD-YAP inh: 13; GPR151 ag: -1.7; FBW7 act: 0.0

Results for Cc1ccccc1N1C(=O)c2ccc(C(=O)Nc3ccc(O)cc3)cc2C1=O ?
MITF inh: 6; TEAD-YAP inh: 1; GPR151 ag: -0.9; FBW7 act: 0.1

Results for COc1ccc(C(=O)N2CCCCCC2)cc1[N+](=O)[O-] ?
MITF inh: 24; TEAD-YAP inh: 5; GPR151 ag: 0.1; FBW7 act: 0.3

How did O=C(Oc1ccc2c3c(c(=O)oc2c1)CCC3)c1cc2ccccc2o1 do in these assays?
MITF inh: 4; TEAD-YAP inh: 8; GPR151 ag: 1.6; FBW7 act: 0.1

Results for CCN1C(=O)c2ccccc2S(=O)c2ccc(C(=O)N3CCc4ccccc43)cc21 (stereo unspecified) ?
MITF inh: 7; TEAD-YAP inh: -11; GPR151 ag: 2.7; FBW7 act: 0.0

Results for CC1=C(C(=O)OCCOc2ccccc2)C(c2ccc(C)o2)C2=C(CC(C)(C)CC2=O)N1 (stereo unspecified) ?
MITF inh: -3; TEAD-YAP inh: -9; GPR151 ag: 4.8; FBW7 act: -0.2

Results for COC(=O)C1=NN(C(=O)c2ccccc2)C(O)(c2ccc(OC)cc2)C1 (stereo unspecified) ?
MITF inh: -17; TEAD-YAP inh: -53; GPR151 ag: 0.9; FBW7 act: 0.0

How did CC(=O)Nc1ccc(-c2nnn(CC(=O)Nc3ccccc3C)n2)cc1Cl do in these assays?
MITF inh: 1; TEAD-YAP inh: 15; GPR151 ag: -0.4; FBW7 act: -0.1

How did OCCCNc1ccc2ncc(-c3ccc(N4CCOCC4)cc3)n2n1 do in these assays?
MITF inh: -11; TEAD-YAP inh: 20; GPR151 ag: 0.1; FBW7 act: -0.1

How did COc1cccc(CN2CCN(C3CCCC3)C(CCO)C2)c1OC (stereo unspecified) do in these assays?
MITF inh: 5; TEAD-YAP inh: 11; GPR151 ag: 0.7; FBW7 act: -0.1

What do the screens show for `S=C(c1ccc(-c2ccc(Br)cc2)o1)N1CCOCC1`?
MITF inh: 21; TEAD-YAP inh: -73; GPR151 ag: 0.3; FBW7 act: -0.1

How did COc1ccc(NC(=O)Cc2c(SC)c3ccccc3n2Cc2ccccc2)cc1 do in these assays?
MITF inh: 9; TEAD-YAP inh: -3; GPR151 ag: 2.4; FBW7 act: 0.6

Results for COC(=O)c1ccc(C(=O)NC(=S)Nc2sc3c(c2C#N)CCCCC3)cc1 ?
MITF inh: 2; TEAD-YAP inh: 2; GPR151 ag: -0.6; FBW7 act: -0.1

Results for CNC(=S)NNC(=O)c1sc2cc(C(F)(F)F)cnc2c1-c1ccco1 ?
MITF inh: -4; TEAD-YAP inh: -2; GPR151 ag: 0.5; FBW7 act: -0.1

What do the screens show for `COC(=O)CCCCNC(=O)Nc1ccccc1`?
MITF inh: 4; TEAD-YAP inh: -2; GPR151 ag: 2.0; FBW7 act: 0.1

Results for COc1cccc(CN2C(=O)CN(C3CCC(C)CC3)C(=O)C2c2ccc(OC(C)C)c(OC)c2)c1 (stereo unspecified) ?
MITF inh: 1; TEAD-YAP inh: -7; GPR151 ag: -1.3; FBW7 act: -0.2

What do the screens show for `Cc1cccc(NC(=O)Cn2c(=O)n(C(C)C)c(=O)c3oc4ccccc4c32)c1C`?
MITF inh: -14; TEAD-YAP inh: 5; GPR151 ag: -0.1; FBW7 act: 0.1

How did O=C1NC2(CCN(C(=O)c3ccc(CN4CCCC4)o3)CC2)Oc2ccccc21 do in these assays?
MITF inh: 2; TEAD-YAP inh: 0; GPR151 ag: -0.3; FBW7 act: 0.1

Results for CCC1CN(CCC(=O)N2CCC[C@H]2C(N)=O)Cc2cc(OC)ccc2O1 (stereo partly specified) ?
MITF inh: 15; TEAD-YAP inh: 4; GPR151 ag: -1.2; FBW7 act: 0.2

Results for N/C(=N\OC(=O)c1ccc(Br)cc1)c1ccc(Cl)cc1 ?
MITF inh: -5; TEAD-YAP inh: -1; GPR151 ag: -0.8; FBW7 act: 0.1

How did COc1ccccc1N1CCN(C(=O)c2cccnc2SCC(=O)Nc2ccc(Br)cc2F)CC1 do in these assays?
MITF inh: 12; TEAD-YAP inh: -51; GPR151 ag: 1.5; FBW7 act: -0.1

Results for COc1ccc(/C=C/C(=O)NCc2ccc(S(N)(=O)=O)cc2)cc1OC ?
MITF inh: 13; TEAD-YAP inh: -1; GPR151 ag: 0.6; FBW7 act: 0.0

Results for NC(=O)Cn1nnc(-c2ccc(CN3CCCCC3)cc2)n1 ?
MITF inh: 2; TEAD-YAP inh: 6; GPR151 ag: -0.5; FBW7 act: 0.1

Results for CCOC(=O)N1CCC(NC(=O)Cn2cc3c(n2)CCCCCC3)CC1 ?
MITF inh: 11; TEAD-YAP inh: 5; GPR151 ag: 0.1; FBW7 act: -0.3

How did COCCn1cc(C(=O)N2CCCCC2)c2c3ccccc3n(C)c2c1=O do in these assays?
MITF inh: 2; TEAD-YAP inh: 7; GPR151 ag: -0.1; FBW7 act: 0.0

What do the screens show for `Brc1cccc(C2C=C(c3cccs3)Nc3ncnn32)c1` (stereo unspecified)?
MITF inh: 7; TEAD-YAP inh: 5; GPR151 ag: 0.4; FBW7 act: 0.0

How did CCOc1ccc(C(=N/O)/C(C)=N/O)cc1 do in these assays?
MITF inh: -5; TEAD-YAP inh: -3; GPR151 ag: -0.5; FBW7 act: 0.0

How did Cc1ccc2c(COC(=O)c3ccc[n+]([O-])c3)cc(=O)oc2c1 do in these assays?
MITF inh: -3; TEAD-YAP inh: 10; GPR151 ag: 0.5; FBW7 act: 0.0

Results for CC(=O)Nc1ccc(Nc2cc(NCc3ccc4c(c3)OCO4)nc(N)n2)cc1 ?
MITF inh: 8; TEAD-YAP inh: -9; GPR151 ag: -0.5; FBW7 act: -0.2

What do the screens show for `O=C(NCc1nc2ccccc2[nH]1)c1ccnc(Nc2nccc3ccccc23)c1`?
MITF inh: 12; TEAD-YAP inh: 3; GPR151 ag: 0.1; FBW7 act: 0.0

Results for CCCNc1nc(Nc2ccc(N3CCOCC3)cc2)ncc1C ?
MITF inh: 2; TEAD-YAP inh: 4; GPR151 ag: -0.5; FBW7 act: 0.2

What do the screens show for `Cc1cc(C)cc(NC(=O)CSc2nccn2-c2ccccc2)c1`?
MITF inh: 11; TEAD-YAP inh: 5; GPR151 ag: -1.5; FBW7 act: -0.1

Results for CC1CCCCN1c1nc2c(c(=O)[nH]1)CCN(Cc1ccco1)C2 (stereo unspecified) ?
MITF inh: 24; TEAD-YAP inh: 0; GPR151 ag: -0.5; FBW7 act: 0.8

Results for c1ccc(-c2nc(-c3cccnc3)[nH]c2-c2ccccc2)cc1 ?
MITF inh: 16; TEAD-YAP inh: 3; GPR151 ag: 0.5; FBW7 act: -0.1

Results for O=C(c1cccc(F)c1)N1CCN(c2cc(-c3ccccc3)nc3ncnn23)CC1 ?
MITF inh: 14; TEAD-YAP inh: 1; GPR151 ag: 0.5; FBW7 act: -0.1

Results for Cn1c(SCC(=O)Nc2cccc([N+](=O)[O-])c2)nc2ccccc21 ?
MITF inh: -2; TEAD-YAP inh: -14; GPR151 ag: -1.8; FBW7 act: -0.2

What do the screens show for `Cc1ccc(CS(=O)(=O)Nc2ccc3c(c2)N(C(=O)C2CC2)CC3)cc1`?
MITF inh: -35; TEAD-YAP inh: 11; GPR151 ag: 0.6; FBW7 act: -0.3

Results for Cc1cc(C)c(NC(=O)c2ccc(C(=O)Nc3c(C)cc(C)cc3C)cc2)c(C)c1 ?
MITF inh: -2; TEAD-YAP inh: 6; GPR151 ag: 1.0; FBW7 act: 0.1

Results for CCOc1ccc(S(=O)(=O)NC)cc1 ?
MITF inh: -2; TEAD-YAP inh: 2; GPR151 ag: 1.0; FBW7 act: -0.1

What do the screens show for `CCOC(=O)c1cc(S(=O)(=O)N2CCN(c3ccc(C)cc3)C(C)C2)cn1C` (stereo unspecified)?
MITF inh: -2; TEAD-YAP inh: 11; GPR151 ag: -0.8; FBW7 act: 0.0

What do the screens show for `CCC(c1nnnn1C(C)(C)C)N1CCN(c2nc3ccccc3s2)CC1` (stereo unspecified)?
MITF inh: 1; TEAD-YAP inh: 2; GPR151 ag: 0.3; FBW7 act: -0.1

How did CN1CCN(c2ccc(CNC(=O)c3ccsc3)cc2)CC1 do in these assays?
MITF inh: -1; TEAD-YAP inh: 4; GPR151 ag: -0.6; FBW7 act: -0.2

How did N#Cc1cc(C#N)c(SCC(=O)N2c3ccccc3Sc3ccccc32)nc1N do in these assays?
MITF inh: 6; TEAD-YAP inh: 10; GPR151 ag: 3.3; FBW7 act: 0.0

Grouped by structure: those above containing a thiophene ring, fused or not
What do the screens show for `Cc1sc(NC(=O)C2CC=CCC2C(=O)O)c(C(N)=O)c1-c1ccccc1` (stereo unspecified)?
MITF inh: -3; TEAD-YAP inh: -4; GPR151 ag: 0.1; FBW7 act: 0.1

Results for CCCCn1c(CNC(=O)c2ccccc2OC)nnc1SCC(=O)Nc1sc(C(=O)OCC)c(C)c1C(=O)OCC ?
MITF inh: -2; TEAD-YAP inh: 7; GPR151 ag: 0.1; FBW7 act: 0.1

What do the screens show for `O=C(CCCCn1c(=S)[nH]c2ccsc2c1=O)Nc1nccs1`?
MITF inh: -1; TEAD-YAP inh: -4; GPR151 ag: 0.1; FBW7 act: -0.4

Results for Cc1cc(C(=O)COC(=O)c2cccs2)c(C)n1Cc1ccco1 ?
MITF inh: 15; TEAD-YAP inh: 13; GPR151 ag: -1.7; FBW7 act: 0.0

Results for COC(=O)c1ccc(C(=O)NC(=S)Nc2sc3c(c2C#N)CCCCC3)cc1 ?
MITF inh: 2; TEAD-YAP inh: 2; GPR151 ag: -0.6; FBW7 act: -0.1

Results for CNC(=S)NNC(=O)c1sc2cc(C(F)(F)F)cnc2c1-c1ccco1 ?
MITF inh: -4; TEAD-YAP inh: -2; GPR151 ag: 0.5; FBW7 act: -0.1

What do the screens show for `Brc1cccc(C2C=C(c3cccs3)Nc3ncnn32)c1` (stereo unspecified)?
MITF inh: 7; TEAD-YAP inh: 5; GPR151 ag: 0.4; FBW7 act: 0.0

How did CN1CCN(c2ccc(CNC(=O)c3ccsc3)cc2)CC1 do in these assays?
MITF inh: -1; TEAD-YAP inh: 4; GPR151 ag: -0.6; FBW7 act: -0.2
